Screening results: PubChem, several laboratories
BioA inh – inhibitors of Mycobacterium tuberculosis BioA enzyme; AID 602481; inhibition, % at 9.99 µM; purified M. tuberculosis BioA enzyme, plate reader; 360,000 tested, 0.096% active; in the data active = inhibition above about 40%; inconclusive = no clear call, values can overlap the other calls
Mtb FBA inh – inhibitors of M. tuberculosis fructose-bisphosphate aldolase | P9WQA3 | purified M. tuberculosis FBA, fluorescence read-out | inhibition, % at 1 µM | 360,000 tested, 2.3% active; in the data active = inhibition above about 27%;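 note: 0% = vehicle and 100% = reference inhibitor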
Target sequence (P9WQA3 whole entry, looked up): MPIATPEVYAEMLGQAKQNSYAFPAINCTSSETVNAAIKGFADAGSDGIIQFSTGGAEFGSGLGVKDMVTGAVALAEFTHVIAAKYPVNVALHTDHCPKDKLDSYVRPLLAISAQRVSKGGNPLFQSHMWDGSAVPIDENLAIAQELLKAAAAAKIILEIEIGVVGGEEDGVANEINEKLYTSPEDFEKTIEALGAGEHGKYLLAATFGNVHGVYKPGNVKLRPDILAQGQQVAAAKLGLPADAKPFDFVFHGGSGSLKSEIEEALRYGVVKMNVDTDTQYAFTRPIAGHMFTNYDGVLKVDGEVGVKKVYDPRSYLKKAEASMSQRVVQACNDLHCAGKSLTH
PrPC surface inh – cell surface PrPC inhibition, primary TR-FRET screen. P04156. TR-FRET read-out. inhibition, % at 13.8 µM. 370,000 tested, 0.43% active. AID 720596; in the data active = inhibition above about 24%; note: 0% = median of the test wells and 100% = reference compound wells
BoNT-A LC inh2 – blocks Botulinum neurotoxin A light chain protease. inhibition, % at 10 µM. 360,000 tested, 0.17% active. multiplex microsphere protease substrate cleavage, flow cytometry; in the data active = inhibition above about 30%; inconclusive = no clear call, values can overlap the other calls; note: plate controls were buffer without enzyme for full effect and enzyme alone for no effect
FadD28 binding – M. tuberculosis FadD28 bisubstrate binding inhibition; FadD28 bisubstrate probe binding, fluorescence polarization; inhibition, % at 12.5 µM; 360,000 tested, 0.22% active; AID 588549; in the data active = inhibition above about 8.5%, passing the limit was not always enough; inconclusive = no clear call, values can overlap the other calls
GDH-TPI counter – inhibits GDH-TPI coupling enzymes, artifact for Mtb FBA screen; AID 588335; GDH-TPI coupled enzyme counterscreen, NADH absorbance; inhibition, % at 4.8 µM; 360,000 tested, 1.2% active;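 note: 0% = DMSO wells and 100% = wells lacking the enzyme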
CCHF vOTU inh – blocks the CCHF virus ovarian tumor domain protease. CCHFV vOTU protease, Pep-AMC fluorescence. inhibition, % at 11.5 µM. 370,000 tested, 0.55% active. AID 651958; note: 0% = vehicle wells with enzyme and 100% = no enzyme wells
BoNT F protease – BoNT F light chain protease inhibition; AID 588497; Multiplex microsphere protease cleavage assay, flow cytometry; 360,000 tested, 0.22% active; inhibition, % at 10 µM; in the data active = inhibition above about 35%, passing the limit was not always enough; inconclusive = no clear call, values can overlap the other calls; note: plate controls were buffer without enzyme for full effect and enzyme alone for no effect
UGM FP inh – Mtb UDP-galactopyranose mutase inhibition. P9WIQ1. purified UGM, fluorescence polarization probe displacement. AID 504406. inhibition, % at 10 µM. 320,000 tested, 0.06% active; in the data active = inhibition above about 10%, passing the limit was not always enough; inconclusive = no clear call, values can overlap the other calls
Target sequence (P9WIQ1 whole entry, looked up): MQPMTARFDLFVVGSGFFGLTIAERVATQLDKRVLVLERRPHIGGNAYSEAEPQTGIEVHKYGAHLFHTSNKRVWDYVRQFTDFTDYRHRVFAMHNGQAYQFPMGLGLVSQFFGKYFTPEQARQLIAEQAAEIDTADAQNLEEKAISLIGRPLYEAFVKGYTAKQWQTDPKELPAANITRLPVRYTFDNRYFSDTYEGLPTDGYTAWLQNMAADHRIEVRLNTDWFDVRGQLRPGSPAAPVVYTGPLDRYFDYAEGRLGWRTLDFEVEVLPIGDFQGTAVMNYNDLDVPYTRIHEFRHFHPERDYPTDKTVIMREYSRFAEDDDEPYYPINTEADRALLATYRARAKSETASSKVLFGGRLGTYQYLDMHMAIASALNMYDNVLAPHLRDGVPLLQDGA
Active calls of the source: *; ? = inconclusive; · = not tested or not shown. Cut-off read from the data, not from the text of the source, unless noted: active = inhibition above about 30%; inactive = the rest.

SMILES	BioA inh	Mtb FBA inh	PrPC surface inh	BoNT-A LC inh2	FadD28 binding	GDH-TPI counter	CCHF vOTU inh	BoNT F protease	UGM FP inh
O=C(Nc1cc(F)cc(F)c1)c1ccc(NCCCN2CCCCCC2)c([N+](=O)[O-])c1	·	1	-32	-1.2	-3.4	2	-14	0	0.3
CCNC(=S)N1CCC(C(=O)c2ccc(Cl)cc2)CC1	0.8	4	-2	-1.8	-1.0	10	-2	10	-2.3
Cc1onc(-c2c(F)cccc2Cl)c1C(=O)NCc1ccc(F)cc1	·	0	1	-8.1	-3.1	9	-5	-23	1.4
CCCCS(=O)CC(COc1ccc(Cl)cc1)OC(=O)c1ccccc1 (configuration not stated)	0.3	-3	7	1.7	-2.3	4	16	-9	0.5
O=C(CSc1nc2[nH]ncc2c(=O)[nH]1)Nc1ccccc1C(F)(F)F	-0.8	1	0	0.6	-2.5	-6	-7	-10	0.1
O=C(O)CCn1ccnc1-c1ccccc1	3.5	3	-3	0.1	-2.9	-6	8	0	-1.3
CC(=O)NC(=S)Nc1ccc(S(=O)(=O)N(C)Cc2ccccc2)cc1	·	1	5	-0.6	-1.0	5	-10	-5	-0.5
CC(=O)c1cccc(NC(=O)c2ccc(NS(C)(=O)=O)cc2)c1	0.6	-1	3	0.8	-0.6	8	-5	15	4.6
O=C(NCc1ccc2c(c1)OCO2)c1cccc(Cl)c1	0.0	2	0	-0.2	-0.6	7	8	15	3.6
Nc1[nH]c(C(=O)c2ccccc2)c(-c2ccncc2)c1C(=O)NC1CC1	·	·	-1	0.2	·	·	18	5	·
CC(C)N(C)Cc1nnnn1CC(=O)NCc1cc(F)cc(C(F)(F)F)c1	0.7	0	8	-3.6	-3.5	-9	13	21	6.9
COc1ccc(N2CCN(C(=O)c3ccc(-c4ccccc4)cc3)CC2)cc1	-1.0	1	-2	-0.9	0.0	6	-7	6	-1.3
Cc1cc(C)c(NC(=O)CSc2ccc3nnc(CCNC(=O)c4ccccc4)n3n2)c(C)c1	-1.1	5	-7	-1.0	-1.9	5	-91	-11	-1.0
COc1cccc(N=Nc2c(O)[nH]c(=S)[nH]c2=O)c1	·	-33	15	0.2	-0.1	26	29	-4	-0.2
COc1ccc(N2CCN(CC(O)COc3ccc(C)cc3C)CC2)cc1 (configuration not stated)	·	2	-14	-1.3	-2.5	7	16	?	1.5
COc1ccccc1N1CCN(/N=C/C=C/c2ccccc2[N+](=O)[O-])CC1	0.2	-4	1	·	-4.0	10	-11	·	-2.7
COc1ccc(NC(=O)C2CCCN2S(=O)(=O)c2cccc3nsnc23)c(OC)c1 (configuration not stated)	1.5	3	·	-1.5	1.7	9	·	-6	-0.7
CC(C)N(CCC(=O)c1ccc2ccccc2c1)Cc1ccccc1	6.1	0	-2	-0.7	0.2	9	-3	-12	7.7
CCN(Cc1ccccc1)C(=S)NC(=O)c1ccccc1Br	-2.0	3	-10	-2.6	-4.3	1	-16	-28	-0.7
COc1ccc(NC(=O)CNC(=O)N2CC(=O)Nc3ccccc32)cc1OC	-4.9	6	-1	1.8	0.6	2	5	-9	3.6
Cc1[nH]c2ccccc2c1C(=O)COC(=O)c1nccnc1N	0.9	12	-8	3.2	-3.3	2	-12	11	-0.7
CC(C)OC(=O)c1ccc2nc3ccccc3nc2c1	-2.9	-1	-4	9.5	-1.3	3	15	12	0.4
O=C(C1=C[C@H](c2ccc3c(c2)OCO3)C[C@H](OCCCCO)O1)N1CCOCC1	0.9	2	-3	-0.2	-2.9	0	-16	-3	0.5
CSc1nc(N2CCN(c3ccccc3Cl)CC2)c2ccccc2n1	-1.8	-1	-3	-0.5	-4.3	17	-13	-9	-1.6
CCOC(=O)CCCN1CC(O)=C(c2nc(-c3ccc(Cl)cc3)cs2)C1=N	·	0	-4	-0.4	0.6	-2	-10	-6	0.3
The listing continues.
SMILES	BioA inh	Mtb FBA inh	PrPC surface inh	BoNT-A LC inh2	FadD28 binding	GDH-TPI counter	CCHF vOTU inh	BoNT F protease	UGM FP inh
O=C(C1CC(=O)N(c2ccc(F)cc2)C1)N1CCOCC1 (configuration not stated)	-0.8	1	-2	0.0	-0.4	3	-7	-9	0.2
COCCN(CCOC)C(=O)c1ccc(NS(=O)(=O)c2ccc3[nH]c(=O)[nH]c3c2)cc1	-2.0	1	-4	0.1	-0.7	4	17	-6	4.6
CCCCn1c(N)c(N(CCOC)C(=O)C2CCN(C(=O)c3ccccc3C)CC2)c(=O)[nH]c1=O	·	-2	-1	-5.0	-4.5	8	-4	-5	-0.8
COc1ccc(OC)c(-c2cc(C(=O)NCc3ccco3)no2)c1	1.3	1	-4	-0.5	-1.1	18	6	-1	0.9
CCCCn1c(N)c(N(CC(C)C)C(=O)C2CCN(S(=O)(=O)c3ccc(Cl)cc3)CC2)c(=O)[nH]c1=O	-0.4	-1	-3	7.0	-2.0	-4	2	-6	-1.0
CN(C(=O)CS(=O)(=O)Cc1ccccc1Cl)c1ccccc1	1.0	-1	-3	-0.3	-0.4	6	4	-7	1.1
CCOc1ccc(NC(=O)C2CCCN(S(C)(=O)=O)C2)cc1 (configuration not stated)	3.8	1	4	-3.4	-1.2	1	-3	?	-1.8
Cc1nc(NC(=O)COC(=O)c2ccc(CO)cc2)c(Cl)cc1Cl	3.8	-2	1	1.4	-2.3	12	3	-2	0.2
CC(=O)NCCC(=O)N1CCCC(CNC(=O)c2ccc(-c3ccccc3)cc2)C1 (configuration not stated)	·	0	-7	-0.3	-1.8	-6	-10	-4	0.3
CC1CCCC(C)N1C(=O)COC(=O)c1ccc(Br)o1 (configuration not stated)	-2.4	4	6	-2.4	0.6	2	1	12	-2.7
CC(C)(C)c1ccc(C(=O)COC(=O)CN2C(=O)NC3(CCCC3)C2=O)cc1	0.7	0	-1	0.1	-0.3	1	9	3	2.2
CCCSc1nc2ccccc2n1CC(=O)O	·	1	0	1.7	1.6	5	9	-4	1.4
O=C1N(Cc2ccccc2)CC2(Br)COCOC12O (configuration not stated)	1.6	-1	1	0.6	-3.9	-3	2	-2	·
Oc1cccc(CCc2ccccn2)c1	-0.4	1	-1	-0.4	-1.1	7	3	-2	·
COc1cc(NS(=O)(=O)c2ccc(NC(=S)NC(=O)c3ccco3)cc2)nc(OC)n1	-2.2	-8	2	-1.4	-4.9	4	3	-12	1.7
COc1ccc(Cc2nnc(NC(=O)Cn3cnc4c3c(=O)n(C)c(=O)n4C)s2)cc1	0.2	0	2	1.6	-2.2	-5	11	?	3.0
Cc1nnc2ccc(-c3cccc(NC(=O)c4ccco4)c3)nn12	3.8	4	-16	-0.1	-1.6	7	-12	-4	-2.7
CC(C)CC(=O)N=C1SC2CS(=O)(=O)CC2N1CCc1ccccc1 (configuration not stated)	-1.3	-2	-2	0.2	-2.9	1	1	-6	2.7
CCc1cc2c(=O)c(-c3cscn3)coc2cc1O	-0.8	2	-8	-1.2	-0.8	13	9	-42	-1.6
Cc1ccccc1-c1nc(-c2ccc(Br)o2)no1	0.8	-1	5	-1.5	0.0	3	9	-26	0.2
Cc1ccc(S(=O)(=O)N(C)C)cc1NC(=O)CN1C(=O)NC(Cc2c[nH]c3ccccc23)C1=O (configuration not stated)	·	-3	-5	0.4	-0.2	14	-6	-6	·
CCOc1ccccc1NC(=O)CNC(=O)Cc1ccccc1	1.1	1	2	0.2	-3.2	-9	3	-3	0.1
Cc1ccc(OCCC(=O)OCC(=O)NC(=O)NCc2ccccc2)cc1	·	-1	7	·	0.2	1	5	·	1.4
N#Cc1c(-c2ccccc2)nc(SCC(=O)N2c3ccccc3Sc3ccccc32)[nH]c1=O	·	2	19	-0.2	-9.3	13	33*	-8	0.1
COc1ccc(CCn2cc(C#N)c(=O)[nH]c2=O)cc1OC	·	1	-6	0.6	-2.4	9	6	4	-0.2
Other results follow:
SMILES	BioA inh	Mtb FBA inh	PrPC surface inh	BoNT-A LC inh2	FadD28 binding	GDH-TPI counter	CCHF vOTU inh	BoNT F protease	UGM FP inh
C[C@H]1CN(S(=O)(=O)c2c(F)cccc2F)CCN1S(=O)(=O)c1ccc2c(c1)OCCO2	-4.2	1	10	-0.1	0.5	5	-9	6	6.2
C/C(=N\NC(=O)c1cccc(C)c1)c1cccc(NC(=O)c2ccco2)c1	-1.3	-3	-1	-0.7	-2.4	13	9	-4	-1.0
O=C(Nc1cc(Cl)c(Cl)cc1Cl)c1cccnc1	3.7	1	-2	-0.9	-3.4	-3	-15	-2	-0.8
CC1C/C(=N/NC(=O)c2cccc(F)c2)c2ccc(O)cc2C1 (configuration not stated)	·	-3	8	0.0	-3.8	1	-3	-2	1.5
CCn1c(SCc2ccc(C(=O)Nc3nccs3)cc2)nnc1-c1ccc(NC(C)=O)cc1	-1.2	-1	-1	0.1	-1.2	3	-2	-2	-1.3
OC1(c2cn(Cc3ccccc3)nn2)CCCCC1	2.6	2	-5	1.4	-5.2	-5	13	1	0.9
COc1ccccc1CCC(=O)Nc1ccc2c(c1)c(=O)n(C)n2-c1cccs1	-0.8	1	7	-0.1	0.7	8	3	-11	·
CC1C(c2ccccc2)OCCN1C (configuration not stated)	·	0	-2	-0.1	-1.3	3	10	-4	·
CC(C)C(C(=O)NC(C)(C)C)N1C(=O)c2ccccc2C1=O (configuration not stated)	-4.4	1	0	-0.4	-4.2	3	-10	5	-2.3
N#CCCN(Cc1ccccc1)C(=O)CCC(=O)c1ccc(F)cc1	0.3	-1	2	0.2	-3.5	5	-1	-4	·
O=C(COC(=O)c1ccc(O)cc1)NCc1ccc2c(c1)OCO2	0.4	3	-7	0.5	-3.3	4	6	3	0.5
Cc1cccc(-n2ccc(=O)c(C(=O)Nc3ccc(S(=O)(=O)Nc4nccc(C)n4)cc3)n2)c1	-0.4	0	9	-0.2	-2.9	22	3	-3	-1.7
COc1ccc(C(C)C)cc1S(=O)(=O)N1CCN(C)CC1	·	4	1	-0.8	-0.3	2	8	-4	4.0
O=[N+]([O-])c1cc(S(=O)(=O)N2CCCC2)ccc1NN=C1CCCC1	-2.6	5	6	-0.3	0.0	10	7	0	-1.1
COc1ccc2c(=O)c3c(=O)n(Cc4ccco4)c(-c4ccccc4)nc3oc2c1	1.8	2	7	0.4	-1.4	19	0	-1	1.9
OCc1ccccc1SSc1ccccc1CO	-0.2	1	-2	·	-0.8	2	8	·	-1.4
CN(CC(=O)OCC(=O)NC1CCCC1)S(=O)(=O)c1ccc(Cl)cc1	-0.5	4	1	-1.5	-0.5	3	-6	-7	4.2
CCOC(=O)Cc1ncccc1C(=O)Nc1ccc(OC)cc1	·	0	-5	-1.0	0.1	11	4	-12	1.0
O=C(CN1C(=O)NC(c2ccccc2)(c2ccccc2)C1=O)NCc1cccs1	-1.4	-2	10	-0.2	-2.9	4	-10	-1	·
CCOC(=O)Nc1c(C(=O)OC)[nH]c2cccc(OC)c12	5.8	15	1	-0.4	-2.6	3	-5	-2	-0.5
Cc1cc(NC(=O)CSC2=NS(=O)(=O)c3cc(F)ccc3N2)no1	-0.5	-1	3	1.8	-4.9	-1	1	-2	3.3
COCCN(C(=O)CCCC(=O)Nc1ccccn1)C(C(=O)NC1CCCCC1)c1ccc(C)cc1 (configuration not stated)	·	-1	-9	-0.4	-2.0	-8	12	-12	-1.4
Cc1ccc(CNC(=O)C2CCCCC2C(=O)O)cc1 (configuration not stated)	-1.6	-2	2	?	0.4	10	-3	1	-1.5
